ERG Ets-DNA blk – blocks human ERG Ets domain binding to DNA. hit rate 0.028% among 370,000. fluorescence polarization, His-ERG Ets domain / labelled DNA. Potency, µM (highest dose often 76.9 µM), for inactives: at the top dose FP activity, negative = inhibition, most hits filed as inhibitors. AID 624246; active means well fitted inhibition curve with a large enough effect in the polarisation, with a control signal flat; inconclusive means small, poorly fitted or top-dose-only effect, or effect the other way, or a change in a side signal; inactive means no such curve, though single readings can be large or run the other way; the % refers to the polarisation;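 further: polarization taken with two DNA probes labelled with fluorescein and Texas red; potency means the concentration at half of the fitted maximal effect; % of control where 0% means no effect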
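His-tagged ERG Ets domain (1 uM in the protein solution; 300mM KCl, 50mM Tris-HCl, 1mM EDTA, 1mM DTT, pH 7.5) received compound, then a probe mix of 5 nM fluorescein-DNA and 100nM Texas-615-DNA. Fluorescence polarization was read for both dyes.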
ALOX12 inh – ALOX12 (human) lipoxygenase inhibition; P18054; purified 12hLO, xylenol orange hydroperoxide absorbance; Potency, µM (top dose mostly 108 µM), without a hit: at the top dose activity change, negative = inhibition, usual class: inhibitors; hit rate 1.1% among 580,000; AID 1671190; further: potency means the concentration at half of the fitted maximal effect; on the % scale 0 is the no-effect control and ±100 the full control effect
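Purified human 12hLO (150 nM final) in 25 mM Hepes, 0.01% Triton X-100, pH 7.0 was preincubated 15 min at room temperature with compound. Then 40 uM arachidonic acid was added, 30 min. Hydroperoxide was read by Fe-XO absorbance ratio 573/405 nm.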
POLB inh – inhibitors of human DNA polymerase beta. P06746. Pol beta primer extension/strand displacement, fluorescence kinetic. Potency, µM (highest dose often 114 µM), without a hit: at the top dose activity change, negative = inhibition, most hits filed as inhibitors. hit rate 1.3% among 340,000; further: potency means the concentration at half of the fitted maximal effect; on the % scale 0 is the no-effect control and ±100 the full control effect
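Values derive from four-parameter Hill fits of normalized kinetic data: reads at 0 and 10 min following addition of 50 nM substrate to 10 nM Pol beta preincubated 15 min with compound.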
LDHA block – LDHA (human) enzyme inhibition | hit rate 0.15% among 480,000 | purified LDHA, NADH/diaphorase-resazurin fluorescence; stronger effect = lower value | activity change, % (values are at about 110 or 230 µM) | P00338; in the data active means activity change below about -30%; inconclusive means mostly about -25% to -30%;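 further: plate controls were DMSO wells for no effect and wells without enzyme for full effect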
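LDH5 2 nM; NADH 0.06 mM, pyruvate 0.2 mM; 200 mM Tris pH 7.4, EDTA, Tween-20; 5 min RT. Detection: diaphorase 0.133 mg/mL + resazurin 37 µM, fluorescence ex540/em590 at 0 and 20 min; normalized to enzyme-free and DMSO wells.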
RGS4 inhibitor – blocks human RGS4-accelerated GTP hydrolysis | Transcreener GDP fluorescence polarization, RGS4-accelerated GTP hydrolysis | Potency, µM (top dose mostly 114 µM), for inactives: top-dose activity change, negative = inhibition, actives largely listed as inhibitors | hit rate 0.039% among 390,000 | AID 504845; further: potency means the concentration at half of the fitted maximal effect; on the % scale 0 is the no-effect control and ±100 the full control effect; nearly all actives have a fitted effect of over 75% in size; some results filed as inactive show a strong effect at the top dose
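MLSMR compounds (23 nl, pin-transferred) preincubated 10 min at room temperature with a 500nM (2x) first reagent, then RGS4 at 900nM (2x) plus Transcreener GDP mix added; fluorescence polarization (620/688 nm) read before and after 90 min at 30 °C.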
POLH inh – blocks human DNA polymerase eta activity; recombinant Pol eta, fluorescent DNA replication assay; hit rate 1.2% among 390,000; Potency, µM (doses to about 114 µM), for the others: at the top dose activity change, negative = inhibition, actives largely listed as inhibitors; further: potency means the concentration at half of the fitted maximal effect; on the % scale 0 is the no-effect control and ±100 the full control effect
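Fluorescent replication assay: 50 nM final substrate added after a 15 min room-temperature compound preincubation with 10 nM enzyme. Signal taken at 0 min and again at 10 min.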
APEX1 inh – inhibitors of human APE1 endonuclease. Potency, µM (titrated, usually from 65.8 µM), for the others: at the highest dose activity change, negative = inhibition, actives largely listed as inhibitors. hit rate 0.35% among 350,000. recombinant APE1, TAMRA/BHQ-2 abasic DNA cleavage fluorescence. P27695;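 further: potency means the concentration at half of the fitted maximal effect; plate controls were vehicle for no effect and reference inhibitor for full effect; nearly all actives have a fitted effect of over 55% in size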
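Kinetic fluorescence read (525 ex/598 em nm, three reads 60 s apart) of AP-site incision; signal = third minus first read. Enzyme 0.75 nM, dual-labelled THF duplex 50 nM, compound preincubation 15 min RT.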
Anesthetic bind – candidate novel general anesthetic via apoferritin binding; AID 485281; P02791; Potency, µM (series often up to 77.5 µM), inactives show at the top dose activity change, negative = displacement, usual class: inhibitors; apoferritin/1-aminoanthracene competitive binding, fluorescence; hit rate 0.074% among 350,000; further: potency means the concentration at half of the fitted maximal effect; on the % scale 0 is the no-effect control and ±100 the full control effect; nearly all actives have a fitted effect of over 20% in size
Target sequence (P02791 2-175 limits assumed): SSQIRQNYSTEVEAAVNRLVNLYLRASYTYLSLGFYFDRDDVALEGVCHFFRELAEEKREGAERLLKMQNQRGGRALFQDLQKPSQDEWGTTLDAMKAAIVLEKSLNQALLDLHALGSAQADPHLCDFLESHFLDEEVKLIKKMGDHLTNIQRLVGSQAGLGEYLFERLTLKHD
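Steps: apoferritin (10 uM) was premixed with half-saturated 1-AMA in PBS, compounds were pin-transferred, plates stood 10 min at room temperature, fluorescence was read at 380/535 nm, and curves were fitted with a Hill equation.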
Pol kappa inh – inhibitors of human DNA polymerase kappa; Q9UBT6; purified Pol kappa, fluorescent DNA synthesis assay, 10 min; Potency, µM (series often up to 107 µM), for inactives: at the top dose activity, negative = inhibition, hits mostly inhibitors; hit rate 0.53% among 400,000; AID 588579; further: potency means the concentration at half of the fitted maximal effect; on the % scale 0 is the no-effect control and ±100 the full control effect
Target sequence (Q9UBT6 whole entry, looked up): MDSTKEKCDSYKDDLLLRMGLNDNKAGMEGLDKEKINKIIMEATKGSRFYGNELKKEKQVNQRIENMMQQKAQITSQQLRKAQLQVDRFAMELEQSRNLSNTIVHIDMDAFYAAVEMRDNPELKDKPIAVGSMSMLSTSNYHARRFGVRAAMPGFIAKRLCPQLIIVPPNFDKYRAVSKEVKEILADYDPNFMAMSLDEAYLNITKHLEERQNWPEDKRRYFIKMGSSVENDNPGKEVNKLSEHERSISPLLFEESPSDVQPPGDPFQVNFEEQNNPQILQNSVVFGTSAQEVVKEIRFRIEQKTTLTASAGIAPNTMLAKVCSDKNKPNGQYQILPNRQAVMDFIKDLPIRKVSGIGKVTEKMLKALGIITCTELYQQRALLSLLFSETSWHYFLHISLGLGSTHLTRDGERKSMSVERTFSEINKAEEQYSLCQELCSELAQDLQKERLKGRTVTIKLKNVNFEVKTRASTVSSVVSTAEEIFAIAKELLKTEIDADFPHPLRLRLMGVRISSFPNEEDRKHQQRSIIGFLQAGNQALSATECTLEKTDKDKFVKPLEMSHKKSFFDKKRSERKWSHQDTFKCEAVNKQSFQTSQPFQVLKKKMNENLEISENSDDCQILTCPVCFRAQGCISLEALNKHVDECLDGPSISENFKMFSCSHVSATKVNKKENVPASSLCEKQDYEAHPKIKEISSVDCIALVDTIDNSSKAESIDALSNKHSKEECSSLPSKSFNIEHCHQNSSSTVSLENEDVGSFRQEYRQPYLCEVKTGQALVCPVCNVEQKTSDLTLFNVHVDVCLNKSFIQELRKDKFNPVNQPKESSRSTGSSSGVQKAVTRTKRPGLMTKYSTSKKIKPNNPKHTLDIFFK
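Kinetic fluorescence readout at 0 and 10 min followed reaction start with substrate at 50 nM final. Beforehand, enzyme (10 nM Pol kappa) stood 15 min with compound at room temperature; buffer-only wells were negative controls.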
The depositor's hits bear a star; u = inconclusive; x = no result given; & = joins results of further samples; [ ] = another dose, or the depositor's remark. Unless noted, the call rests on the fitted dose curve; in most records, active means well fitted curve in the direction sought with a large enough effect; inconclusive means small, poorly fitted or top-dose-only effect, or another doubt; inactive means no such curve, though single readings can be large; an effect the other way counts as inactive or inconclusive. Not all compounds are listed, so the mix of outcomes need not match the whole.

Under each structure – ERG Ets-DNA blk | ALOX12 inh | POLB inh | LDHA block | RGS4 inhibitor | POLH inh | APEX1 inh | Anesthetic bind | Pol kappa inh
> COc1ccccc1/C=N/Nc1nc(C)c(C(C)=O)s1
    15% | 5% | x | -2 | 7% | 2% | x | x | -11%
> COc1cc(OC)c(/C=N/NC(=O)c2ccc(Cn3nc([N+](=O)[O-])cc3C)cc2)c(OC)c1
    -11% | 0% | -28% | -3 | -2% | -17% | 1% | -8% | -25%
> CC(=O)N1CCC(C(=O)Nc2ccc(S(=O)(=O)NCCc3ccccc3)cc2)CC1
    1% | -30% | u | -5 | 12% | -4% | -22% | -13% | -1%
> Cc1nc(-c2cc(-c3nc(-c4ccc(C(C)(C)C)cc4)no3)no2)cs1
    8% | 51%[activator] | 15% | -2 | 4% | -5% | 4% | 7% | -6%
> CCOc1cccc(C(=O)Nc2cccc(C(C)=O)c2)c1
    -3% | -12% | -2% | -4 | 11% | -5% | -2% | -9% | -21%
> C=CC[C@@H](CC(=O)NCCO)C(=O)N[C@H](C)COC(=O)[C@@H](CC=C)CC(=O)OC(C)(C)C
    -20% | -6% | x | 5 | -11% | 8% | 11% | x | 11%
> O=c1c(-c2ccccc2)c(O)c2ccccc2n1-c1ccccc1
    15% | 3% | 16% | 0 | -18% | -16% | 35% | -1% | 4%
> O=C(NC1CC2CCC(C1)N2C(=O)NCc1ccccc1)C1CC1 (stereo not given)
    7% | 10% | -18% | -12 | 23% | 6% | 2% | -2% | 0%
> CNC(=O)c1cc2cc(OC)ccc2n1CCN(C)C
    -7% | -10% | u | 7 | 1% | -14% | 0% | -8% | -11%
> CCCCC(=O)Nc1ccc(C(=O)OC2CCCCC2)cc1
    -6% | 33% | -19% | 0 | -2% | -14% | 1% | u | -26%

Later entries.
Under each structure – ERG Ets-DNA blk | ALOX12 inh | POLB inh | LDHA block | RGS4 inhibitor | POLH inh | APEX1 inh | Anesthetic bind | Pol kappa inh
> CCN(CC)C1Oc2cc3c(cc2C(c2cc(OC)c(OC)c(OC)c2)C1C)OCO3 (stereo not given)
    x | -1% | x | -11 | 6% | -10% | x | x | -6%
> COc1ccc(C(CNC(=O)c2cc(S(=O)(=O)NCc3ccccc3)ccc2C)N2CCOCC2)cc1 (stereo not given)
    -3% | 4% | x | -2 | 20% | 3% | -8% | x | -11%
> CCOc1cc(/C=C2\CCC/C(=C\c3cc(Cl)c(O)c(OCC)c3)C2=O)cc(Cl)c1O
    19% | u | -23% | 8 | -24%[11.4 µM] | -18% | -2% | u | -8%
> CC(C)CNS(=O)(=O)c1ccc(CCC(=O)NCc2cccnc2)cc1
    8% | 0% | 28% | -3 | 29% | 10% | 1% | -9% | -7%
> Cc1c(C(=O)N2CC(C)OC(C)C2)oc2ccccc12 (stereo not given)
    0% | 0% | 23% | -10 | 11% | -7% | 8% | -7% | -5%
> Cc1ccc(C)c(S(=O)(=O)N2CCN(C(C)C(=O)Nc3ccccc3-c3ccccc3)CC2)c1 (stereo not given)
    6% | 2% | 0% | -10 | 20% | -14% | -11% | -17% | -4%
> C=CC[C@H](CC(=O)N(CCO)Cc1ccccc1)C(=O)NCCOC(=O)[C@@H](CC=C)CC(=O)OC(C)(C)C
    1% | -2% | x | 4 | -5% | -8% | 44% | x | 13%
> Cc1cccn2c(=O)c3cc(C(N)=S)c(=N)n(CCCN4CCOCC4)c3nc12
    1% | -28% | -14% | 1 | -42% | 35%[activator] | -6% | 63%[activator] | -6%
> Cc1ccc(C)c(N2CCN(C(c3ccncc3)c3nnnn3Cc3ccccc3)CC2)c1 (stereo not given)
    x | u | 25% | 2 | -7% | 3% | -2% | -15% | -4%
> COc1ccc(C(=O)NCCN2CCOCC2)c(OC)c1
    13% | -18% | -20% | 2 | -22% | -7% | -6% | -1% | 3%

The list goes on:
Under each structure – ERG Ets-DNA blk | ALOX12 inh | POLB inh | LDHA block | RGS4 inhibitor | POLH inh | APEX1 inh | Anesthetic bind | Pol kappa inh
> C=CCNC(=O)CN(c1cccc(Br)c1)S(C)(=O)=O
    3% | 36%[activator] | 1% | 0 | 3% | 2% | -2% | 6% | -6%
> NC(=O)NC(Cc1ccccc1)C(=O)O (stereo not given)
    -3% | -21% | 23% | -2 | -9% | -5% | 0% | -7% | -4%
> O=C(O)c1ccc2c(c1)N(Cc1ccc(F)cc1)C(=O)c1ccccc1S2=O (stereo not given)
    8% | -37% | 2% | 1 | 11% | 9% | x | 0% | -5%[60.1 µM]
> Cc1cccc(C)c1NC(=O)CSc1nnc(C)c(=O)[nH]1
    -6% | 0% | 83% | -7 | -6% | 1% | 10% | -1% | -8%
> CC1=C(/C=C/C(C)=C\C=C\C(C)=C\C(=O)O)C(C)(C)CCC1
    x | -2%[12.5 µM] | x | x | 90%[activator][56.9 µM] | x | -2%&1%&8%&-1% | u | 6%[19.4 µM]
> CCCCN(C(=O)C(C)Oc1cccc(Cl)c1)c1c(N)n(CCC)c(=O)[nH]c1=O (stereo not given)
    -4% | -8% | x | -6 | 22% | -25% | 20% | x | -7%
> O=C(Nc1nnc(S(=O)(=O)N2CCCCCC2)s1)c1cccc(Br)c1
    8%&-4% | 8%&-13% | u | -6&-3 | -15%&18% | u | -8% | -22%&-3% | 3%&-1%
> Cc1ccc(Cl)cc1NC(=O)c1ccc2nc(CCc3ccccc3)oc2c1
    10% | u | 3% | -5 | -7% | 0% | x | -15% | -10%[60.1 µM]
> COc1cc(OC)cc(-c2sc3ccc(OC)cc3c2C#CCO)c1
    -1% | u | x | 1 | -3% | -17% | 13% | x | -6%
> COc1cccc(N=C2C(=O)N3CCCc4cccc2c43)c1
    0% | -5% | 14% | 8 | 22% | -9% | 4% | -11% | -2%

Next part
Under each structure – ERG Ets-DNA blk | ALOX12 inh | POLB inh | LDHA block | RGS4 inhibitor | POLH inh | APEX1 inh | Anesthetic bind | Pol kappa inh
> COC(=O)c1ccc(OCC(=O)Nc2ccsc2C(=O)OC)cc1
    1% | -17% | 1% | -4 | -14% | -17% | 4% | -8% | -6%
> O=c1cnnc(SCCc2ccccc2)[nH]1
    -1% | -22% | 1% | -7 | 6% | -6% | 2% | -3% | 2%
> O=C(O)c1cccc(NCc2ccncc2)c1
    x | -9% | 11% | x | x | x | -2% | 2% | x
> Cc1nn(-c2ccccc2)c(C)c1NC(=O)COc1ccc2ccccc2c1
    0% | 4% | -2% | 2 | 9% | -7% | u | u | -18%
> CCOc1ccc(N(CC(=O)NCC2CCCO2)C(=O)CCC(=O)Nc2nccs2)cc1 (stereo not given)
    11% | -14% | 9% | 3 | -10% | -11% | 0% | -2% | -5%
> O=C(O)CN(Cc1ccco1)S(=O)(=O)c1ccccc1
    12% | u | u | -3 | 3% | u | 8% | -10% | 2%
> COc1ccc2cc(/C=C/C(=O)N3CCN(CC(=O)N4CCCCCC4)CC3)ccc2c1
    4% | x | -2% | 4 | -36% | -9% | 10% | -6% | -5%
> O=C(Nc1ccccc1F)Nc1ccccc1N1CCCCC1
    -5% | 172%[activator] | -1% | 2 | 0% | -2% | -2% | -9% | -12%
> Cc1cc(C)cc(N(C(=O)c2sc(C)nc2C)C(C(=O)NC(C)(C)C)c2ccncc2)c1 (stereo not given)
    -18% | 9% | 11% | -2 | -5% | 0% | 9% | -5% | 9%
> O=C(CCN1C(=O)C2C3CCC(C3)C2C1=O)Nc1ccccc1Cl (stereo not given)
    -9% | 5% | 21% | -4 | -26% | -11% | 5% | -17% | -9%

(continued)
Under each structure – ERG Ets-DNA blk | ALOX12 inh | POLB inh | LDHA block | RGS4 inhibitor | POLH inh | APEX1 inh | Anesthetic bind | Pol kappa inh
> C=CC(COCc1ccccc1)N(CC(=O)OC)S(=O)(=O)c1cc(Br)ccc1OC (stereo not given)
    0% | 4% | x | -2 | 3% | u | 12% | x | -6%
> O=C(Nc1ccc2nn(-c3ccc(F)cc3)nc2c1)c1cccnc1
    5% | -11% | u | -4 | 2% | -10% | -5% | -8% | -5%
> Cc1cc(C)c(NC(=O)COC(=O)Cc2cccs2)c(C)c1
    5% | -18% | x | -11 | 13% | 5% | -15% | x | 8%
> O=C(C[n+]1cccc2ccccc21)c1ccccc1
    1% | -3% | 14% | -5 | -35% | -19% | u | 4% | -7%
> Cc1nn(Cc2cccc(C(=O)N3N=C(C(F)F)CC3(O)C(F)F)c2)c(C)c1[N+](=O)[O-] (stereo not given)
    2% | 14% | -8% | 10 | -33% | -2% | 0% | u | -11%
> CCN(CC)CCNC(C(=O)Nc1cc(C(F)(F)F)ccc1Cl)c1ccccc1 (stereo not given)
    7% | -1% | 13% | -4 | -30% | -22% | 4% | -7% | -4%
> O=C(Cn1nnc(-c2ccc3c(c2)OCO3)n1)Nc1ccccc1C(=O)O
    44%[activator] | 22µM* | -19% | -4 | -10% | -10% | 29% | -1% | -3%
> O=C(NOCc1ccccc1)c1ccc([N+](=O)[O-])cc1
    -21% | 226%[activator] | x | -4 | 12% | -15% | 5% | x | -12%
> Cc1ccc(S(=O)(=O)NC2=NCN(Cc3ccccc3)CN2)cc1
    -11% | 8% | 25% | -14 | -8% | -1% | 13% | 3% | 2%
> O=C(CN1CCN(c2ccccc2O)CC1)Nc1cccnc1Cl
    -67% | -2% | 17% | 10 | -20% | -10% | 2% | -12% | 18%
> CCNC(=O)c1cccc(S(=O)(=O)N2CCCCCC2)c1
    3% | 11% | 8% | 0 | -2% | -9% | 2% | -10% | 0%
